# CHT PAM: allosteric activators of human choline transporter CHT. CHT-expressing cells, membrane potential dye, choline EC20; active compounds read high; LV-AA mutant CHT in HEK293 cells. 0.49% of 310,000 active. AID 488977. Q9GZV3. B-score at 10 µM;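 active = initial fluorescence not abnormally high and integrated response B-score, plate-corrected, over 3 SD above library mean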
# Target sequence (Q9GZV3 whole entry, looked up): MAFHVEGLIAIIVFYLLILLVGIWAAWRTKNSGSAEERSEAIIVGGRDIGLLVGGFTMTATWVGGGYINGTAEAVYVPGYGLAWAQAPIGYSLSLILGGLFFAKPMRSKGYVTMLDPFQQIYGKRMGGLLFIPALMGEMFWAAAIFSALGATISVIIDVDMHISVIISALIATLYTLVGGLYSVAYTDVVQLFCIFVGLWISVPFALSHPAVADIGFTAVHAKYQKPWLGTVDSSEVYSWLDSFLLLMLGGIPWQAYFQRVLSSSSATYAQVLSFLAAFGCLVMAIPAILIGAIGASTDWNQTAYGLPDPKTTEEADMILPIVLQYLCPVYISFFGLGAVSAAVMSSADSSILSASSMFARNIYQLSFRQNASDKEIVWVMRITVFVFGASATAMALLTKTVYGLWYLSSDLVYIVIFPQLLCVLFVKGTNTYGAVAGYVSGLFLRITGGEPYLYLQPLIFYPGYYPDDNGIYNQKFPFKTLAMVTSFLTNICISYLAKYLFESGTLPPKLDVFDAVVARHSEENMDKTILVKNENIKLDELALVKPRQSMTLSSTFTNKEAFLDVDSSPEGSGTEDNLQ
# CHT inh: inhibits the human high affinity choline transporter | B-score at 10 µM | CHT-expressing cells, membrane potential dye, choline response; active compounds read low | AID 488975 | Q9GZV3 | 0.86% of 310,000 active;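 active = B-score over 3 SD under the library average, and starting fluorescence ratio not unusually high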;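 also: choline stimulus applied at its EC90 after an EC20 pre-addition; B-score computed on integrated fluorescence ratio after choline addition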
# An asterisk follows results filed as active; i = inactive.
SMILES,CHT PAM,CHT inh
Cc1ccc(-n2nnnc2SCC(=O)c2cc(C)n(-c3cc(C)on3)c2C)cc1,i,i
COCCN1C(=O)N[C@@H](c2ccccc2)[C@@H](C(=O)OC)[C@H]1C,i,i
CCCCN(C)C(=O)c1nc2ccccn2c1CN1CCN(c2ccccn2)CC1,i,i
CCOC(=O)[C@@H]1[C@H]2COc3cc(OC)ccc3[C@@H]2N2C(=O)N(c3ccc(C(F)(F)F)cc3)C(=O)[C@]12C,i,i
O=C(NCc1ccc(Cl)cc1)C1CCCN1C(=O)Nc1ccc(F)cc1 (stereo not given),i,i
CN(C)c1oc(-c2ccccc2)nc1C#N,i,i
COc1ccccc1C(=O)N/C(=C\c1ccccc1)C(=O)NC(C)C(=O)O (stereo not given),i,i
Cc1ccc(NC(=O)CCc2c(C)nn(-c3ccc(N4CCOCC4)nn3)c2C)c(C)c1,i,i
COc1ccccc1CN1CC(C(=O)NCCc2cn[nH]c2)CCC1=O (stereo not given),i,i
COc1ccc(N2CCN(C(=O)Cc3cccs3)CC2)cc1,i,i

# Grouped by structure, the compounds so far containing a carbonyl joined to an NH by a bond outside any ring (4)
SMILES,CHT PAM,CHT inh
O=C(NCc1ccc(Cl)cc1)C1CCCN1C(=O)Nc1ccc(F)cc1 (stereo not given),i,i
COc1ccccc1C(=O)N/C(=C\c1ccccc1)C(=O)NC(C)C(=O)O (stereo not given),i,i
Cc1ccc(NC(=O)CCc2c(C)nn(-c3ccc(N4CCOCC4)nn3)c2C)c(C)c1,i,i
COc1ccccc1CN1CC(C(=O)NCCc2cn[nH]c2)CCC1=O (stereo not given),i,i

# Continuation:
SMILES,CHT PAM,CHT inh
Cc1cc([N+](=O)[O-])nn1CCCC(=O)Nc1cc(Oc2ccccc2)cc([N+](=O)[O-])c1,i,i
Cc1csc(SCC(=O)NCc2ccccc2Cl)n1,i,i
O=C(CSc1nnc(NC(=O)C2CCC2)s1)NC1CC1,i,i
NC(=O)CSc1nnc(-c2ccc(S(=O)(=O)N3CCOCC3)cc2)n1CC1CCCO1 (stereo not given),i,i
C/C(=N\Nc1ccc([N+](=O)[O-])cc1[N+](=O)[O-])c1cc2c(ccc3ccccc32)oc1=O,i,i
Nc1scn[n+]1Cc1cccc2cccnc12,i,i
CCOC(=O)c1c(C)[nH]c(C)c1C(=O)COC(=O)c1cc2ccccc2cc1OC,i,i
COc1ccccc1CCNC(=O)CCCn1nc(C)c2c(C)n(-c3ccc(C)cc3)nc2c1=O,i,i
CC(=O)c1sc(N/N=C\c2ccc(Br)cc2)nc1C,i,i
CCCn1c(SCC(=O)NCC)nc2sc3c(c2c1=O)CCC3,i,i
CCCCCCOc1ccc(N2C(=O)CC(SC(=NCC)NCC)C2=O)cc1 (stereo not given),i,i
Cc1ccc(-c2csc(NC(=S)NC(=O)c3cccs3)n2)cc1,i,i
O=C(NCCC1CCCCN1S(=O)(=O)c1ccccc1)C(=O)NCCN1CCOCC1 (stereo not given),i,i
Cc1nc(Oc2ccccc2)c2oc3ccccc3c2n1,i,i
CC(C)CCn1c(=O)c2sccc2n2c(CCCC(=O)N3CCC(N4CCCCC4)CC3)nnc12,i,i
CCOC(=O)c1c(S(=O)(=O)NCC(=O)N2CCN(c3ccc(F)cc3)CC2)c(C)n(C)c1C,i,i
O=S(=O)([N-]c1nc2ccccc2nc1-[n+]1ccccc1)c1ccc(F)cc1,i,i
N#C/C(=C\c1ccc(C(=O)O)cc1)c1ccccn1,i,i
Cc1ccc(C2=NN(C(=O)CCCC(=O)O)C(c3ccco3)C2)cc1 (stereo not given),i,i
COc1ccc(CN2CCOCCOCCOCCOCCOCC2)cc1,i,i
COc1ccc(-c2cc(=O)[nH]c(NCc3ccccc3)n2)cc1,i,i
O=C(COC(=O)/C=C/c1ccc(Cl)cc1Cl)Nc1cc(C(F)(F)F)ccc1N1CCOCC1,i,i
CCOC(=O)C(C)(C)Oc1cccc2c1S(=O)(=O)c1ccccc1-2,i,i
O=C(CSc1nc2[nH]ncc2c(=O)n1-c1ccccc1)c1ccc2c(c1)OCCO2,i,i
Cc1ccc(OCc2cc(C(=O)N(C)CCn3ccnc3C)no2)cc1C,i,i
COc1ccc(CN(C)C(=O)c2ccc(NS(=O)(=O)c3ccc4[nH]c(=O)[nH]c4c3)cc2)c(OC)c1,i,i
Cc1cccc(C)c1OCC(O)CN(Cc1ccccc1O)C1CCCCC1 (stereo not given),i,i
CC(C)(C)NC(=O)COC(=O)CCC(=O)c1ccc(Cl)cc1,i,i
CCOC(=O)N/N=C\c1ccccc1OC/C=C/c1ccccc1,i,i
CCOc1ccc(-c2nc(N)ncc2-c2ccc(OC)cc2)c(O)c1,i,i
O=C(c1ccccc1)N1N=C(c2ccccc2)CC1(O)C(F)(F)F (stereo not given),i,i
O=C(CCNC(=O)c1ccc(Cl)cc1)Nc1ncccc1O,i,i
Cc1ccc(S(=O)(=O)NCc2ccc(C(=O)NCc3cccnc3)cc2)cc1,i,i
CC1CC(C)CN(S(=O)(=O)c2ccc3c(c2)n(C)c(=O)c(=O)n3C)C1 (stereo not given),i,i
CCN(CC(=O)NCc1ccc(Cl)cc1)S(=O)(=O)c1ccc(NC(C)=O)cc1,i,i
CCOc1cc(NC(=O)c2ccccc2OC)c(OCC)cc1NC(=O)c1ccccc1,i,i
CCN(CC)c1ccc(NC(=O)CCNS(=O)(=O)c2ccc3c(c2)CCC(=O)N3)c(C)c1,i,i
CN1CCN(C(=O)c2cnn3c2NC(c2ccccc2)CC3C(F)(F)F)CC1 (stereo not given),i,i
COc1ccc(S(=O)(=O)NNc2nc(C)cc(C)n2)cc1Br,i,i
CC(C)(C)S(=O)(=O)/C(C#N)=N/Nc1ccc(S(N)(=O)=O)cc1,i,i
CCc1noc(C)c1C(=O)Nc1sc(C(=O)N(C)C)c(C)c1C(=O)OC,i,i
CC1CCN(C(=O)C2CCN(S(=O)(=O)c3cccc4nonc34)CC2)CC1,i,i
O=C(NC(=S)Nc1ccc(N2CCCC2)cc1)c1ccccc1[N+](=O)[O-],i,i
CCN(CC)CCSc1nnc2c3ccccc3n(Cc3ccccc3)c2n1,i,i
Cc1ccc(C(=O)CCC(=O)Nc2cccc(C)c2)cc1,i,i
COc1cccc(C2CC(c3cccc(Br)c3)n3nc(N)nc3N2)c1 (stereo not given),i,i
CCn1c(CC(=O)Nc2ccc(F)cc2)nnc1SCC(=O)NC1CCCC1,i,i
CC(C)(C)c1ccc(C(=O)Nc2cccc(-n3cnnn3)c2)cc1,i,i
COC(=O)N/N=C/c1sc(N2CCCCC2)nc1-c1cccs1,i,i
CCOC(=O)C1=NN(c2ccc(Cl)cc2)C(=O)C1,i,i
# Remaining list, next part.
SMILES,CHT PAM,CHT inh
CCOCCCNC(=O)c1ccc(NC(C)=O)cc1,i,i
O=C1CC(Nc2ccccc2)C(=O)N1CCc1ccccc1 (stereo not given),i,i
CCOC(=O)c1ccc2[nH]c3c(c2c1)CCCC3,i,i
CCN1CCN(CCC(=O)Nc2ccc(F)c(F)c2)CC1,i,i
O=[N+]([O-])c1ccc(OCCCOc2cccc3cccnc23)cc1,i,i
O=C1C2CCCN2C(c2ccc(F)cc2)N1c1cccc(Cl)c1 (stereo not given),i,i
N=c1nc(SCCC(=O)O)ss1,i,i
Cc1nc2ccc(Cl)cc2c(-c2ccccc2F)c1CC(=O)O,i,i
COc1ccc(N(CC(O)Cn2cnc3ccccc32)S(=O)(=O)c2ccc(C)cc2)cc1 (stereo not given),i,i
Cc1ccc(-n2nnc3c(=O)n(CC(=O)NCC4CCCO4)cnc32)cc1 (stereo not given),i,i
COCCCn1c(SCC(=O)NC2CCCC2)nnc1-c1ccco1,i,i
CN1CC(=O)NC1=NC(=O)C12CC3CC(CC(C3)C1)C2,i,i
Cc1cccc(N=C2NC(=O)c3cc([N+](=O)[O-])ccc32)c1,i,i
COc1cc(C(=O)OCCC(C)C)cc(OC)c1O,i,i
CCN(CC)CCC(C)OC(c1ccccc1)c1ccccc1 (stereo not given),i,i
COc1ccc2[nH]c(=O)c(CN(Cc3cccnc3)C(=O)Nc3ccccc3)cc2c1,i,i
Cc1cc(C)nc(N/N=C/c2ccccc2OCC(=O)O)n1,i,i
C=CCNc1nc2ccccc2nc1NS(=O)(=O)c1ccc(Br)cc1,i,-5.11*
Cc1ccc(C(=O)N2CCN(c3ccc(C(F)(F)F)cn3)CC2)c(C)c1,i,i
O=C(Cc1cccc2ccccc12)Nc1cc(C(=O)O)cc(C(=O)O)c1,i,i
CCC(CC)C(=O)Nc1cccc(C(=O)Nc2ccc(S(N)(=O)=O)cc2)c1,i,i
NC(=O)c1nsc(C(=O)N(Cc2cccnc2)C(C(=O)NCc2ccccc2)c2ccc(O)cc2)c1N (stereo not given),i,i
COc1cc(CNCc2ccccc2)cc(Cl)c1OC,i,i
Cc1ccc(S(=O)(=O)N2CCCCC2)cc1NC(=O)COC(=O)C1=COCCO1,i,i
Cc1cc(C)nc(Nc2ccc(N3CCCC3)cc2)n1,i,i
O=S1(=O)CC(O)C(NCCO)C1 (stereo not given),i,i
CCOC(=O)c1snc2c(=O)[nH]cnc12,i,i
O=C(NN=C1c2ccccc2-c2ccccc21)c1ccccn1,i,i
CN(C)c1ccc(/C=N/NC(=O)c2ccccc2O)o1,i,i
CC(C)n1nnc(-c2ccc(OCc3ccccc3F)cc2)n1,i,i
COCCNC(=O)Nc1ccc2c(c1)N(C)C(=O)CS2,i,i
Cc1csc(NC(=O)CSc2sc3c(O)cc(=O)[nH]c3c2C#N)n1,i,i
O=[N+]([O-])c1ccc(/C=N/Nc2nc(NCc3ccccc3)nc(N3CCOCC3)n2)cc1,i,i
COc1ccccc1NC(=O)O/N=C(\N)c1ccccc1,i,i
COC(=O)CN(C)C(=O)c1ccccc1OC1CCN(S(C)(=O)=O)CC1,i,i
O=C1CC(c2ccccc2)n2nc(NS(=O)(=O)c3ccccc3)nc2N1 (stereo not given),i,i
COc1ccc(-c2[nH]c(-c3ccc(C(=O)O)cc3)nc2-c2ccccc2)cc1,i,i
O=C(c1cccc(S(=O)(=O)N2CCCCC2)c1)N1CCN(c2ccccc2)CC1,i,i
O=C(O)CCSc1nnc(-c2cccnc2)n1-c1ccccc1,i,i
O=C(N=C1SC2CS(=O)(=O)CC2N1c1ccc(Br)cc1F)C1CC1 (stereo not given),i,i
S=C(Nc1cccnc1)Nc1cccc2cnccc12,i,i
CN1C(=O)C(C)(C)c2cc(S(=O)(=O)NCC3CCC(C(=O)NCc4ccc(F)cc4)CC3)ccc21 (stereo not given),i,i
O=C(c1cccc([N+](=O)[O-])c1)N1CCN(c2ccc(N3CCOCC3)nn2)CC1,i,i
CN(C)CCOCCOc1ccc(Cl)cc1Br,i,i
Cc1cc(N2CCOCC2)n2nc(C)c(-c3ccc(Cl)cc3)c2n1,i,i
CSc1nc(N)n2nc(-c3ccc(Cl)cc3)cc2n1,i,i
CN1/C(=C\C=[N+](C)c2ccccc2)C(C)(C)c2ccccc21,8.08*,i
Cc1ccc(N(Cc2cc3cccc(C)c3[nH]c2=O)S(=O)(=O)c2ccccc2)c(C)c1,i,i
Cc1cc(C)nc(SCc2nnc(SCC(=O)Nc3ccccc3C)n2Cc2ccco2)n1,i,i
CN(C1CCCCC1)S(=O)(=O)c1ccc(C(=O)Nc2sc3c(c2C(N)=O)CC(C)(C)NC3(C)C)cc1,i,i

# Profiles, quoted from the list:
# Profile of CSc1nc(N)n2nc(-c3ccc(Cl)cc3)cc2n1 → CHT PAM = i; CHT inh = i
# Profile of S=C(Nc1cccnc1)Nc1cccc2cnccc12 → CHT PAM = i; CHT inh = i

# Further compounds follow.
SMILES,CHT PAM,CHT inh
CC(C)(C)NC(=O)COC(=O)CCC(=O)c1cccs1,i,i
Nc1oc2ccccc2c(=O)c1-c1ccc2c(c1)OCO2,i,i
CCn1ncc(Br)c1C(=O)Nc1ncc(C)s1,i,i
COc1ccc(CNC(=O)N2CCN(c3cccc(C)c3C)CC2)cc1OC,i,i
CCc1nnc(NS(=O)(=O)c2ccc(NC(=O)/C=C/c3ccc(F)cc3)cc2)s1,i,i
C=CCN1C=CC(=C/C=C(/C#N)C(=O)OCC)C=C1,i,i
COc1ccccc1N1CCN(C(=O)c2ccco2)CC1,i,i
Cc1c(N=c2scc(-c3ccccc3)n2C)c(=O)n(-c2ccccc2)n1C,i,i
CC(=C/c1ccccc1)/C=N/n1cnnc1,i,i
O=C1CN(C(=O)COc2ccc(F)cc2Br)c2ccccc2N1,i,i

# Compounds shown so far that contain a CF3 group (5):
SMILES,CHT PAM,CHT inh
CCOC(=O)[C@@H]1[C@H]2COc3cc(OC)ccc3[C@@H]2N2C(=O)N(c3ccc(C(F)(F)F)cc3)C(=O)[C@]12C,i,i
O=C(COC(=O)/C=C/c1ccc(Cl)cc1Cl)Nc1cc(C(F)(F)F)ccc1N1CCOCC1,i,i
O=C(c1ccccc1)N1N=C(c2ccccc2)CC1(O)C(F)(F)F (stereo not given),i,i
CN1CCN(C(=O)c2cnn3c2NC(c2ccccc2)CC3C(F)(F)F)CC1 (stereo not given),i,i
Cc1ccc(C(=O)N2CCN(c3ccc(C(F)(F)F)cn3)CC2)c(C)c1,i,i

# (cont.)
SMILES,CHT PAM,CHT inh
CCc1nnc(NC(=O)c2c(OC)cccc2OC)s1,i,i
Cc1ccc2nc(Nc3nc(CSc4nc5ccccc5s4)cc(=O)[nH]3)nc(C)c2c1,i,i
Cc1cc(C)c(S(=O)(=O)CCC(C)C)c(=O)[nH]1,i,i
O=C(CN1CCCN(Cc2ccc(F)cc2Cl)C1=O)NC1CCCC1,i,i
O=C(Cc1ccccc1)N/N=C/c1ccc2cccc(O)c2n1,i,i
CCOc1cc2[nH]c(=S)n(Cc3ccc(C(=O)NCCCN(CC)CC)cc3)c(=O)c2cc1OCC,i,i
Cc1cnc(C(=O)OCC(=O)N(C(C)C)C(C)C)cn1,i,i
CCn1c(CC(=O)Nc2ccc(C)c(Cl)c2)nnc1SCc1ccc(Cl)c(Cl)c1,i,i
C=CC[N+]1(CC#Cc2ccccc2)CCCC1,i,i
O=C(Nc1sc2c(c1C(=O)NC1CC1)CCCCCC2)c1ccco1,i,i

# Screening results: PubChem, Johns Hopkins Ion Channel Center
